Screening data deposited in PubChem by National Center for Advancing Translational Sciences (NCATS).
HCV inh: HCV inhibition; 340,000 tested, 3.4% active; Potency, µM (titrated, usually from 41.8 µM), without a hit: at the top dose activity change, negative = inhibition, most hits filed as inhibitors; Huh7.5.1 HCVcc-Cre infection, luciferase reporter, 44 h; also: potency is read from the fitted curve at half-maximal effect; % is scaled to controls: 0 for no effect and ±100 for the full control effect
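A cell-based infection assay in which seeded cells (1,000 per well) receive test compound after 4 h, are inoculated with HCVcc-Cre at approximately 0.5 moi, and are incubated 44 h before luminescence detection.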
Pf growth 96h: inhibits malaria parasite growth, 96 h. Potency, µM (highest dose often 28.7 µM), inactives show at the highest dose activity change, negative = inhibition, hits mostly inhibitors. AID 504834. P. falciparum luciferase reporter growth, 96 h. 320,000 tested, 6.9% active; also: potency is read from the fitted curve at half-maximal effect; % is scaled to controls: 0 for no effect and ±100 for the full control effect
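Luminescence readout: decreased luciferase signal marks inhibited growth of reporter-expressing P. falciparum in infected red cells (2% hematocrit, 0.05% parasitemia final), exposed to compound two generations (96 h, 37 C, 5% CO2).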
Cycloheximide cs: counter-screen for Shiga toxin inhibitors: cycloheximide protein synthesis inhibition; max response, %; 300,000 tested, 12% active; cell reporter, cycloheximide protein synthesis inhibition counterscreen; in the data active = max response mostly above about 13%, no sharp cut-off; inactive = mostly below about 14%; also: read at 38.3 µM for the half of the compounds with a filed dose; 0% is about no effect
Shiga inhibitor: blocks Shiga toxin action in Vero cells; Vero cells, Shiga toxin protein synthesis inhibition reporter; inhibition, % at 38.7 µM; 290,000 tested, 9.2% active; in the data active = inhibition mostly above about 28%, no sharp cut-off; inactive = mostly below about 43%; also: 0% is about no effect
Giardia FBPA inh: Giardia lamblia aldolase inhibition; A8B2U2; purified Giardia FBPA; Potency, µM (series often up to 59.6 µM), for the others: top-dose activity, negative = inhibition, most hits filed as inhibitors; 290,000 tested, 0.71% active; AID 2451; also: potency is read from the fitted curve at half-maximal effect; % is scaled to controls: 0 for no effect and ±100 for the full control effect; nearly all actives have a fitted effect of over 55% in size
Target sequence (A8B2U2 whole entry, looked up): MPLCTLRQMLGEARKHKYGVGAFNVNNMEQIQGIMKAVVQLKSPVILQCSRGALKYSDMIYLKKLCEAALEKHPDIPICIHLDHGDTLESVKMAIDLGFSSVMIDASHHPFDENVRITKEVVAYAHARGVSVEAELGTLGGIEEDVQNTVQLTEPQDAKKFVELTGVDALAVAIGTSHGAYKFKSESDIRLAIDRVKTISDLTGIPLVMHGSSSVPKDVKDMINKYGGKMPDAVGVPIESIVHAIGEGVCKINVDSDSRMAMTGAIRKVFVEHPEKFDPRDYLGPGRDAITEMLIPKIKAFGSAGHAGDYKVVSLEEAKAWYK
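40 nM FBPA preincubated 10 min at RT with compound (up to 57.5 uM final), then substrate plus GAPDH/TPI/NAD/arsenate coupling and diaphorase/resazurin added. Fluorescence read after 20 min at RT, 525/598 nm.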
Pf growth 48h: P. falciparum growth inhibition at 48 hours (one generation). AID 504832. 310,000 tested, 5.9% active. P. falciparum luciferase growth in erythrocytes, 48 h. Potency, µM (highest dose often 28.7 µM), for inactives: at the top dose activity change, negative = inhibition, usual class: inhibitors; also: potency is read from the fitted curve at half-maximal effect; % is scaled to controls: 0 for no effect and ±100 for the full control effect
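Cell-based growth assay: transgenic P. falciparum expressing firefly luciferase, cultured in red cells within RPMI 1640 containing 0.5% w/v Albumax, 24 mM bicarbonate and gentamycin. A drop in luciferase activity indicates inhibition.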
Numbers without * were called inactive; ? = inconclusive; nt = not tested or not shown; & = joins results of further samples; [ ] = another dose, or the depositor's remark. Unless noted, calls follow the shape of the dose curve; as a rule, active = well fitted curve in the direction sought with a large enough effect; inconclusive = small, poorly fitted or top-dose-only effect, or another doubt; inactive = no such curve, though single readings can be large; an effect the other way counts as inactive or inconclusive.

SMILES | HCV inh | Pf growth 96h | Cycloheximide cs | Shiga inhibitor | Giardia FBPA inh | Pf growth 48h
CCOC(=O)C1CCN(C(=O)CC2C(=O)N(Cc3ccccc3)C(C)c3nc4ccccc4n32)CC1 (configuration not stated) | nt | nt | -3 | -14 | 3% | 7.4µM*
Cc1c(Cl)cccc1NC(=O)NC1CCCCC1 | ? | 1% | -2 | -8 | -18% | 4%
CCCOc1ccc(CCc2n[nH]c(=S)n2Cc2ccccc2)cc1 | -21% | 2% | -5 | -12 | -5% | 5.9µM*
O=C(CSc1nc2nccnc2c(=O)n1Cc1cccs1)Nc1ccccc1 | ? | ? | 9 | 16 | nt | ?
O=C(c1cnccn1)N(Cc1cccs1)C1(C(=O)NC2CCCCC2)CCCCC1 | -26% | 22% | -2 | -11 | 5% | ?
OCCCN=C1CCCc2c1[nH]c1ccc(Cl)cc21 | -67% | 143%[activator] | 0 | 2 | -2% | 70%[activator]
O=C(Nc1cc(C(F)(F)F)ccc1N1CCOCC1)c1cnccn1 | -27% | ? | -1 | -26 | nt | ?
O=C(O)CCNc1ccc(NCCC(=O)O)c2c1C(=O)c1ccccc1C2=O | -8% | ? | -5 | -18 | -15% | ?
O=C(Nc1cc(Br)ccc1O)C1CC(c2ccccc2Cl)=NO1 (configuration not stated) | -9% | ? | -2 | -2 | -4% | -10%
Cc1cc(NC(=O)c2ccccc2-c2ccccc2)ccc1Br | -21% | -31% | -3 | 8 | -8% | 12%
CCCNC(=S)Nc1ccccc1 | 9% | 17% | -4 | -5 | 2% | ?
O=S(=O)(NC1CC1)c1ccc(F)c(F)c1 | 18% | 49%[activator] | -2 | 20 | 5% | 22%
CCN1CCN(S(=O)(=O)c2ccc(C(C)(C)C)cc2)CC1 | 5% | ? | -1 | -11 | 11% | 76%[activator]
Cc1ccsc1/C=N/NS(=O)(=O)c1ccc([N+](=O)[O-])cc1 | 5% | 26% | 48* | 31 | -9% | -9%
CCOC(=O)c1cc(-c2ccccc2)sc1NC(=O)COC | -10% | -14% | 6 | 24 | 1% | 0%
N#CCCN(Cc1cccnc1)S(=O)(=O)c1ccc(S(=O)(=O)N2CCCCCC2)cc1 | -18% | -6%[5.75 µM] | -4 | -6 | 3% | -23%
CCc1cccc(NC(=O)CCNS(=O)(=O)c2cccc3nonc23)c1 | -1% | ? | -2 | -3 | -3% | -8%
COc1cccc(N2CCN(S(=O)(=O)c3ccc(-n4cnnn4)cc3)CC2)c1 | 8% | 48%[activator] | -2&-6 | -6&-7 | 0% | 14%
COc1cccc(/C=C2/SC(=S)N(CC(=O)NNC(=O)c3ccccc3O)C2=O)c1 | -1% | ? | -3 | -9 | 12% | 23%
CC(=O)Nc1ccc(NC(=O)C2CCN(c3ccc(C(F)(F)F)cn3)CC2)cc1 | 13µM* | 26% | 6 | -23 | 0% | -7%
CC1CCC(C(C)C)C(OCC(O)CNC(C)c2ccccc2)C1 (configuration not stated) | ? | ? | -7 | -12 | 2% | ?
O=C(CN1CCC(n2nnc3cc(F)ccc32)CC1)Nc1ccc2c(c1)CCC2 | ? | ? | 3 | -11 | 5% | -17%
CCN1CCN(CCCNC(=O)c2cc3c(=O)oc4ccc(C)cc4c3s2)CC1 | ? | ? | 1 | -4 | nt | -6%
CC(C)CC(=O)NC(=S)Nc1ccccc1C(F)(F)F | -7% | 51%[activator] | 5 | 10 | -4% | -7%
CC(=O)Nc1ccccc1C(=O)C(=O)Nc1ccc(C(=O)N2CCOCC2)cc1 | 18% | -20% | 7 | 10 | 0% | 81%[activator]

Overlap with the part before: five compounds, then new ones.
SMILES | HCV inh | Pf growth 96h | Cycloheximide cs | Shiga inhibitor | Giardia FBPA inh | Pf growth 48h
CC1CCC(C(C)C)C(OCC(O)CNC(C)c2ccccc2)C1 (configuration not stated) | ? | ? | -7 | -12 | 2% | ?
O=C(CN1CCC(n2nnc3cc(F)ccc32)CC1)Nc1ccc2c(c1)CCC2 | ? | ? | 3 | -11 | 5% | -17%
CCN1CCN(CCCNC(=O)c2cc3c(=O)oc4ccc(C)cc4c3s2)CC1 | ? | ? | 1 | -4 | nt | -6%
CC(C)CC(=O)NC(=S)Nc1ccccc1C(F)(F)F | -7% | 51%[activator] | 5 | 10 | -4% | -7%
CC(=O)Nc1ccccc1C(=O)C(=O)Nc1ccc(C(=O)N2CCOCC2)cc1 | 18% | -20% | 7 | 10 | 0% | 81%[activator]
O=S(Cc1ccc(Br)cc1)Cc1nnc(SCc2c(Cl)cccc2Cl)n1-c1ccccc1 (configuration not stated) | ? | ? | -1 | -7 | -3% | ?
CC1CCN(CC(=O)c2ccccc2Cl)CC1 | 22% | ? | 14 | 31* | 2% | ?
Cc1cccc(C(=O)OCC(=O)Nc2c(C)n(C)n(-c3ccccc3)c2=O)c1 | 37%[activator] | ? | nt | nt | nt | -27%
CC1CCCCN1S(=O)(=O)c1ccc(NC(=O)c2ccco2)cc1 (configuration not stated) | 3% | 13µM* | -2 | -9 | 3% | nt
CCN(CC)CCNC(=O)c1cc(-c2ccco2)nc2ccccc12 | -26% | ? | 5 | 30 | -13% | -5%
Cc1ccc(C)c(NC(=O)CN(C)C(=O)Cc2ccc(Cl)cc2Cl)c1 | ? | 0% | 3 | 18 | -11% | ?
COc1ccc(Cl)cc1C(=O)Nc1ccc(OCC(=O)N2CCOCC2)cc1 | nt | ? | 7 | -8 | nt | ?
N=c1c2c(-c3ccccc3)c(-c3ccccc3)n(Cc3ccco3)c2ncn1Cc1ccccc1 | -19% | 2.6µM* | 3 | 12 | 2% | nt
O=C(NC1CCCC1)C1CCC(CNS(=O)(=O)c2ccccc2)CC1 (configuration not stated) | 8% | 5% | 10 | 3 | 1% | -1%
CNc1nc(-c2cccs2)cc(C(F)(F)F)c1C#N | -15% | 56%[activator] | -2 | -12 | 2% | 21%
CCOC(=O)C1CCCN(C(=O)c2cn(C)c3ccc(S(=O)(=O)N4CCCC4)cc3c2=O)C1 (configuration not stated) | ? | -24% | -3 | -12 | 5% | -21%
O=C(OCc1nc2ccccc2s1)c1ccccc1O | ? | 71%[activator] | 67* | 58* | 0% | 119%[activator]
Cc1c(OCC(=O)NCC2CCC(C(=O)O)CC2)ccc2c(-c3ccccc3)cc(=O)oc12 (configuration not stated) | 6% | ? | -1 | 47 | -1% | ?
CC1CCCCC12NC(=O)N(CC(=O)Nc1ccc(S(=O)(=O)N3CCOCC3)cc1)C2=O (configuration not stated) | 14% | nt | -3 | 5 | 1% | 6%
CN1CCN(Cc2coc3c(Cl)cc(Cl)cc3c2=O)CC1 | ? | -9% | 2 | nt | 13µM* | 19%
CCn1c(-c2cc3c(C(F)(F)F)nn(C)c3s2)n[nH]c1=S | 8% | 0% | 1 | 20 | 1% | ?
O=C(CSc1n[nH]c(=O)n1Cc1ccccc1)Nc1ccc(F)c(F)c1F | ? | -1% | 3 | -14 | 11% | -24%
CN(C)CCCNCC(=O)c1c(-c2ccccc2)n(C)c2ccccc12 | -17% | ? | 2 | 4 | 14µM* | nt
CCOC(=O)c1cn(-c2nc(-c3ccc(Cl)cc3)cs2)c2c(F)c(N3CC(C)OC(C)C3)c(F)cc2c1=O (configuration not stated) | nt | ? | 4 | 43 | nt | ?
COc1ccc(C2=NOC(C(=O)Nc3cccnc3)C2)cc1OC (configuration not stated) | 28% | ? | 6 | 2 | -10% | ?
N#C/C(=C\c1ccc(O)c(O)c1)C(=O)c1ccc(O)c(O)c1 | ? | -25% | nt | nt | -28% | ?
Cc1noc(NS(=O)(=O)c2ccc(NC(=O)C34CCC(CC3)C4)cc2)c1C | 27% | -17% | -1 | 1 | 11% | 75%[activator]
C/C=C(\C)C(=O)Nc1cccc(C2=NOC3(C2)C[C@@H](C(N)=O)N(C(=O)c2cc([N+](=O)[O-])cc([N+](=O)[O-])c2C)C3)c1 (some centres not stated) | ? | ? | -5 | -8 | -21% | ?
COc1ccc(NC(=O)C2CC2)cc1-n1cnnn1 | 7% | 6% | -2 | 14 | 5% | 24%
C[C@@H]1C[C@H]2[C@@H]3C[C@H](F)C4=CC(=O)C=C[C@]4(C)[C@@]3(Cl)[C@@H](O)C[C@]2(C)[C@H]1C(=O)COC(=O)C(C)(C)C | 13% | 1% | nt | nt | nt | 1µM*

Following part
SMILES | HCV inh | Pf growth 96h | Cycloheximide cs | Shiga inhibitor | Giardia FBPA inh | Pf growth 48h
COC(=O)c1ccc(COc2cc(C)ccc2C)o1 | 15% | 6% | 46* | 91* | 12% | 31%[activator]
CCc1ccc(OCC(=O)OCC(=O)NCCNC(=O)COC(=O)COc2ccc(CC)cc2)cc1 | 23% | 50%[activator] | -2 | -3 | nt | 14%
CCCCNC(=O)c1c(O)c2cccc3c2n(c1=O)CCC3 | -5% | 96%[activator] | 0 | -10 | -18% | ?
COc1ccc2c(c1O)C(=O)c1ccccc1C2=O | nt | 84%[activator] | 5 | 1 | 4% | 70%[activator]
O=C(O)Cn1c(SCc2cccc3ccccc23)nc2ccccc21 | 23% | nt | -2 | -15 | 1% | -11%
CC(C)CCC(C(=O)O)C(C)CC(=O)NNC(=O)c1ccco1 (configuration not stated) | -10%&15% | 0%&41% | 2&1 | -7&-18 | 3%&1% | -4%&20%
C=C(C)Cn1c(CCNC(=O)C(C)(C)C)nc2ccccc21 | 10% | nt | -2 | -11 | 1% | -8%
C/C(=N/O)c1ccccn1 | 20% | 0% | 6 | -6 | 3.2µM* | ?
Oc1ccccc1N=Cc1c(O)ccc2oc3c(c12)CCCC3 | ? | ? | 8 | 10 | -10% | ?
Cc1[nH]c(=O)[nH]c(=O)c1S(=O)(=O)N1CCC(C(=O)NC(C)c2ccccc2)CC1 (configuration not stated) | 10% | 4.1µM* | -4 | -10 | 1% | -4%
CC1CN(C(=O)c2cccc(COc3ccc(Br)cc3)c2)CC(C)O1 (configuration not stated) | ? | 197%[activator] | 58* | 13* | 2% | 150%[activator]
O=C(NCCCO)c1cc2ccccc2[nH]1 | 22% | 43%[activator] | -2 | 25 | -3% | 0%
O=C(Nc1ccccc1C(=O)N1CCOCC1)c1ccc(CSc2ccccc2)cc1 | -26% | -3% | -1 | -3 | -2% | ?
NS(=O)(=O)c1ccc(NC(=O)CSc2ncn[nH]2)cc1 | 8% | -24% | 1 | -14 | 0% | 34%[activator]
CN(C)C(CNC(=O)c1cc(Br)ccc1Cl)c1ccco1 (configuration not stated) | 5% | -15% | -6 | 4 | 7% | 10%
Cc1cc(NC(=O)CCC(=O)N(CC(=O)NC2CCCC2)c2ccc(Cl)c(Cl)c2)no1 | -9% | 43%[activator] | -5 | -7 | nt | ?
O=S(=O)(c1ccccc1)N1CCN(C(=S)NCCc2ccccc2)CC1 | -6% | ? | -3 | -12 | 0% | ?
Cc1ccc(NC(=O)CSCC(=O)Nc2cc(Cl)ccc2N2CCOCC2)cc1 | ? | -2% | nt | nt | nt | -6%
COc1ccc(CN2CCN(C3CCC3)CC2CCO)c(F)c1 (configuration not stated) | 2% | 54%[activator] | 10 | -8 | 0% | 2%
Cc1cc(C)c(S(=O)(=O)N2CCCOC2CNC(=O)C(=O)NCc2ccco2)c(C)c1 (configuration not stated) | 15% | 17% | 9 | -3 | 3% | 1%
O=C1CC(c2ccccc2)CC(O)=C1C=Nc1ccccc1Cl (configuration not stated) | 6% | ? | 3 | 8 | -1% | 20%

Single records, as listed above. Values in the order: HCV inh	Pf growth 96h	Cycloheximide cs	Shiga inhibitor	Giardia FBPA inh	Pf growth 48h
CC(C)CCC(C(=O)O)C(C)CC(=O)NNC(=O)c1ccco1 (configuration not stated) as listed: -10%&15%	0%&41%	2&1	-7&-18	3%&1%	-4%&20%
COC(=O)c1ccc(COc2cc(C)ccc2C)o1 as listed: 15%	6%	46*	91*	12%	31%[activator]
CCc1ccc(OCC(=O)OCC(=O)NCCNC(=O)COC(=O)COc2ccc(CC)cc2)cc1 as listed: 23%	50%[activator]	-2	-3	nt	14%
